mIAP activ = increases mouse intestinal alkaline phosphatase activity. 330,000 tested, 0.24% active. AID 2805. activation factor at 10 µM. muIAP, CDP-Star luminescence, 30 min; hits give high values; 1 = vehicle-only enzyme signal, 0 = enzyme-free wells;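 active = activation factor of at least 2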; also: the source names both 10 and 20 µM as test concentration; values of inactives mirror those of a sister screen read the other way
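Assay system: mouse IAP enzyme / Compound: DMSO-dissolved test compounds / Timing: 30 min, room temperature / Measured by: luminescence from enzymatic CDP-Star hydrolysis / Control set: DMSO-only wells, enzyme-free buffer wells as negative control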
NLRP3 yeast inh = blocks the NALP3 inflammasome reconstituted in yeast; Yeast reconstituted NLRP3/ASC/caspase-1, beta-gal luminescence, 24 h; inhibition, % at 10 µM; 330,000 tested, 0.39% active; AID 2825;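 active = inhibition of 50% or more; inactive = inhibition below 50%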;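 also: plate controls were induced DMSO wells for no effect and uninduced yeast grown without galactose for full effect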
SENP1 inh = SENP1 (human) catalytic domain inhibition; Q9P0U3; recombinant SENP1 catalytic domain, CyPet-SUMO1-YPet FRET cleavage; inhibition, % at 10 µM; 360,000 tested, 0.21% active;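 active = inhibition at least 30% at 10 µM, raw YFP signal under a set limit, fluorescence ratio 0.5 to 1.5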;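 also: 0% = enzyme with DMSO and 100% = no enzyme wells; some results filed as inactive read as strong as hits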
Target sequence (Q9P0U3 419-644 limits assumed): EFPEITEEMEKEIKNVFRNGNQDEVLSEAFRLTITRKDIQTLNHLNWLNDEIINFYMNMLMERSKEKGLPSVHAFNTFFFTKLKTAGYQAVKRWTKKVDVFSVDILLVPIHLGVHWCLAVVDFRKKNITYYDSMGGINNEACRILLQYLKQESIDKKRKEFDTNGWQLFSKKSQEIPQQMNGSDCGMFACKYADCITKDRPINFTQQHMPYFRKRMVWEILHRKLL
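Controls: no-enzyme wells low, DMSO-plus-enzyme wells high control. Test system: human recombinant His6-tagged SENP1 catalytic domain enzyme. Reagent: SFCypet-SUMO1-SFYpet FRET protein substrate, 25 nM final. Doses: one dose per compound, 10 µM, 0.5% DMSO. Detection: FRET, CFP and YFP emission. Timing: 50 min reaction at room temperature.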
hIAP activ = human IAP activation; 330,000 tested, 0.16% active; purified human IAP, CDP-Star luminescence, 30 min; hits give high values; 1 = vehicle-only enzyme, 0 = enzyme-free background; AID 2524; activation factor at 10 µM;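 active = activation factor of the enzyme at least 2-fold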; also: the source names both 10 and 20 µM as test concentration; values of inactives mirror those of a sister screen read the other way
APOBEC3G inh = inhibitors of human APOBEC3G DNA deaminase; Q9HC16; inhibition, % at 20 µM; 330,000 tested, 0.28% active; AID 493012; recombinant A3G, ssDNA deamination FAM/TAMRA fluorescence;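 active = inhibition of at least 40% at 20 µM, with no more than 30% in the related APOBEC3A deaminase screen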;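 also: plate controls were DMSO wells with A3G for no effect and wells lacking A3G enzyme for full effect; some compounds called inactive have numbers as strong as hits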
Target sequence (Q9HC16 whole entry, looked up): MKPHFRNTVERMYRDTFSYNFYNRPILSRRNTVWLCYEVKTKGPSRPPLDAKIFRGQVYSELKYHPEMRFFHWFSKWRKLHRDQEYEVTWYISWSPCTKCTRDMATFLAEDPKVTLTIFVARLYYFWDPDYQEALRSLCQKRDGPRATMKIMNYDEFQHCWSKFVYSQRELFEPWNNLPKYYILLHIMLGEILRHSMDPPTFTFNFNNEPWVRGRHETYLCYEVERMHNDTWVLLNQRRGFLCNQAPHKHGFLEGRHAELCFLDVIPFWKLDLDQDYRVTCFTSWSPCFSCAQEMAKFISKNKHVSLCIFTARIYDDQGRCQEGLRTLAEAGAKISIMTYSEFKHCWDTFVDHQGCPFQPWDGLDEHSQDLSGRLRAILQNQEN
beta cell repl = inducers of beta-cell replication in MIN6 cells; MIN6 cells proliferation, ATPlite luminescence, 48 h; cells starved in 0.2% serum; 100% = growth in 10% serum; proliferation, % at 10 µM; 330,000 tested, 0.29% active;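 active = compounds whose signal lies at least 3.5 SD above the mean of all wells on their plate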;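 also: 0% = DMSO-treated cells in low-serum medium and 100% = 10% serum control; some compounds called inactive have numbers as strong as hits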
hIAP inh = blocks human intestinal alkaline phosphatase; inhibition, % at 10 µM; 330,000 tested, 0.12% active; P09923; purified IAP, CDP-Star luminescence, 30 min; AID 2544;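 active = inhibition reaching a set limit with compound at 10 µM in the primary screen, cut at about 35% in these data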;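 also: plate controls were DMSO wells with enzyme for no effect and no-enzyme buffer wells for full effect; values of inactives mirror those of a sister screen read the other way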
APOBEC3A inh = inhibitors of human APOBEC3A DNA deaminase; recombinant A3A, FAM/TAMRA ssDNA deamination fluorescence; 330,000 tested, 0.41% active; inhibition, % at 20 µM;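 active = at least 40% inhibition at 20 µM here, with at most 30% in a related deaminase screen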;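 also: plate controls were A3A with DMSO for no effect and wells lacking A3A enzyme for full effect; some results filed as inactive read as strong as hits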
Target sequence (P31941 whole entry, looked up): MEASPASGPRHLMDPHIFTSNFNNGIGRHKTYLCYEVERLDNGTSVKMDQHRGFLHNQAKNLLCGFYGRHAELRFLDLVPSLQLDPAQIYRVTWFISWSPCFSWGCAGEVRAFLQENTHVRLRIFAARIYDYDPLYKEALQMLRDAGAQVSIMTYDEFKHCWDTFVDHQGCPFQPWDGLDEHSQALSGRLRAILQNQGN
mIAP inh = blocks mouse intestinal alkaline phosphatase; AID 2806; purified mouse IAP, CDP-Star luminescence, 30 min; 330,000 tested, 0.2% active; inhibition, % at 10 µM;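 active = inhibition of at least 40% at 10 µM in the primary screen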;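 also: plate controls were DMSO with enzyme for no effect and no enzyme wells for full effect; values of inactives mirror those of a sister screen read the other way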
Starred values were filed as active, the others as inactive. The list is partial (hit frequency here may not be typical).

SMILES	mIAP activ	NLRP3 yeast inh	SENP1 inh	hIAP activ	APOBEC3G inh	beta cell repl	hIAP inh	APOBEC3A inh	mIAP inh
O=C(CSc1nccc(=O)[nH]1)N1c2ccccc2CCc2ccccc21	0.99	13	2	0.88	-9	-2	12	-4	1
CC(C)C(NC(=O)c1ccc(F)cc1)C(=O)NCC1CCCO1 (stereo not given)	0.96	9	-1	0.98	-4	4	2	0	4
c1coc(CNc2ncnc3nc[nH]c23)c1	0.94	18	-1	1.6	-7	0	-57	-3	6
O=C(COc1ccccc1Cl)Nc1nc(-c2ccncc2)cs1	0.94	-4	-3	0.95	-8	0	4	-3	6
O=C(CN1C(=O)NC2(CCCC2)C1=O)Nc1cc(Cl)ccc1Oc1ccccc1	1	11	2	1	-4	-3	-4	2	-4
O=C(C1CCN(c2nc(-c3ccccc3)nc3c2CCC3)CC1)N1CCC(O)CC1	0.96	4	-2	1.1	-5	-4	-5	-1	4
CCCn1c(C)cc(C(=O)COC(=O)c2c(C)nn(-c3ccccc3)c2C)c1C	0.97	16	0	0.73	-10	-2	27	-7	2
CCOC(=O)c1cc(NC(=O)c2cccnc2)ccn1	0.91	21	1	1	-6	1	0	-3	9
COc1ccc(OCc2nnc3n2N=C(c2ccccc2)C(CC(=O)O)S3)cc1 (stereo not given)	0.81	-230	-3	0.92	65*	-4	8	7	19
CCCCOc1cccc(C2C(C(=O)c3ccc(C)o3)=C(O)C(=O)N2Cc2ccco2)c1 (stereo not given)	0.88	29	-3	0.97	5	-7	3	4	12
Cc1ccc(CNC(=O)c2cn(C3CCCCC3)c(=O)c3c2c2ccccc2n3C)o1	1	7	2	0.95	7	-4	5	0	-2
Cc1nc2c(=O)n(-c3cccc(C(F)(F)F)c3)nc(C)c2s1	0.88	29	3	1.2	-7	1	-20	-4	12
CCSc1nnc(N(CCC#N)CCC#N)s1	0.97	6	1	1.4	-1	-2	-42	2	2
Cc1nnc(NC(=O)CCSc2ccc(Cl)cc2)s1	1	-2	1	0.92	-5	-3	8	-1	0
O=C1CCCCCC1C1(O)C(=O)Nc2ccc(Br)cc21 (stereo not given)	1	-6	2	1	0	-2	-4	-1	-4
O=C(C[C@H]1C/C=C\CC[C@@H](Cc2ccc(F)cc2)C(=O)O[C@@H](c2ccccc2)CNC1=O)N[C@H](CO)Cc1ccccc1	1.3	17	2	0.85	-8	-5	15	0	-34
CC(C)N(C(=O)CSc1nnc(NC(=O)c2cccs2)s1)C(C)C	0.9	7	1	1.1	-4	-1	-10	-3	10
CCOC(=O)c1sc(NC(=S)NC(=O)c2ccccc2)nc1C	0.84	35	0	0.98	-4	-2	2	-2	16
COCCCN=CC1=C(O)CC(c2ccccc2)CC1=O (stereo not given)	1	-3	1	1.1	-5	-2	-12	-4	-5
COc1cc(F)c(S(=O)(=O)N2CCOc3ccccc32)cc1OC	1	0	2	1	-3	-1	-1	-1	-4
O=C(CN1CCCc2ccccc21)N/N=C/c1ccc(O)cc1O	0.91	9	-25	1.5	-3	-2	-51	-1	9
COc1ccc2nc(N3CCN(C(=O)c4ccc5ncsc5c4)CC3)sc2c1	0.95	16	-2	1.2	8	-5	-16	0	5
Cc1nn(CC2CC2)c(=O)n1-c1ccccc1	1	3	3	0.86	-7	-3	14	-1	0
COc1ccccc1/C=N/NC(=O)CNC(=O)c1ccccc1	0.98	2	1	1.1	17	-1	-14	5	2
Cc1cc(=O)oc2c3c(cc(OCC(=O)NCC(=O)O)c12)OC(C)(C)CC3	1	10	1	1.1	-2	-3	-12	0	-1
Continuation.
SMILES	mIAP activ	NLRP3 yeast inh	SENP1 inh	hIAP activ	APOBEC3G inh	beta cell repl	hIAP inh	APOBEC3A inh	mIAP inh
CN1CCN(NC(=O)c2cc(S(=O)(=O)N3CCOCC3)c(Cl)cc2Cl)CC1	0.84	4	1	0.87	-4	0	13	1	16
O=C1C(Cl)=C(NCC2CCCO2)C(=O)N1c1ccccc1 (stereo not given)	0.93	35	12	0.83	-2	2	17	-2	7
CCOc1ccc(-c2ccc(SCC(=O)N3CCOCC3)nn2)cc1	1.1	-4	0	1	-2	-4	-1	1	-5
COc1ccc(OCC(=O)N2CCC3(CC2)CC(=O)c2ccccc2O3)cc1	0.99	17	1	1.1	-6	8	-10	-2	0
COC(=O)C1CCCN1S(=O)(=O)c1ccc2ccccc2c1 (stereo not given)	0.88	10	2	0.82	-1	-6	18	2	12
COC(=O)c1ccc(-c2ncc[nH]2)cc1	0.89	5	2	0.98	-7	-3	2	1	11
CCCn1ncc(/C=N/O)c1C	0.99	2	3	1.1	-2	1	-11	2	1
c1nc(CCO[C@H]2CCCCO2)cc2cc3c(cc12)OCO3	1	31	1	0.82	-9	0	18	-2	-2
COCCNS(=O)(=O)c1ccc2c(c1)C(=NO)c1cc(S(=O)(=O)NCCOC)ccc1-2	1	-10	-2	1.1	-3	-2	-11	-3	-3
Cc1cc(/C=N/NC(=O)c2ccncc2)c(C)n1-c1cccc(C(F)(F)F)c1	1.1	23	-3	1.2	16	0	-18	5	-7
Cc1cc(=O)[nH]c(SCC(=O)/C=C2\N(C)c3ccccc3C2(C)C)n1	1	4	-11	0.94	-5	-6	6	-3	-5
COC(=O)COc1ccc(S(=O)(=O)NCc2ccco2)cc1Cl	0.99	1	2	0.85	0	1	15	1	0
COc1ccc(-c2c(NC(=O)C(C)C)n(C)c3ccccc3c2=O)cc1	1.1	-2	2	1.1	-7	-2	-9	0	-6
Cc1ccccc1NC(=O)c1c([N+](=O)[O-])c(C(C)(C)C)nn1C	0.94	5	2	0.96	-4	-1	4	0	6
Cc1cnccc1CN(C)C(=O)CC1C(=O)NCCN1CC1CCCCC1 (stereo not given)	1.1	7	-2	1	-4	-1	-2	0	-8
CCC(C)NC(=O)CSc1nc2c(sc(=S)n2-c2cc(Cl)ccc2OC)c(=O)[nH]1 (stereo not given)	0.91	21	0	0.94	-9	-2	6	-5	10
O=C(CSc1nnc(NC(=O)c2c(F)cccc2F)s1)NCc1ccco1	0.92	4	0	0.94	-3	-4	6	1	8
Cc1cc[n+](CC(=O)c2cc3ccccc3oc2=O)cc1	1	8	-1	0.9	-14	-2	10	-4	0
CC1CCN(Cc2c(C(=O)N/N=C/c3ccc(OC(C)C)cc3)nnn2-c2nonc2N)CC1	0.89	5	1	0.92	0	0	8	-1	11
O=C(Cc1c[nH]c2ccccc12)NCc1ccccc1F	1.2	30	0	1.2	-8	-1	-20	-3	-15
Cc1ccccc1NC(=S)NC(=O)Cc1ccc(Cl)cc1	0.99	32	2	1.1	-2	-6	-11	-1	1
Cc1nn(-c2ccccn2)c2c1C(c1ccsc1)C1=C(CCCC1=O)N2 (stereo not given)	0.99	10	0	1.1	1	-4	-13	-4	1
CCCn1c(=O)c2[nH]c(C3CCCC3)nc2n(CCC)c1=O	1	17	1	0.88	1	-3	12	0	-1
CC(=O)c1cccc(NC(=O)CN2C(=O)c3ccccc3C2=O)c1	1	17	-2	1.1	-5	-3	-10	-9	0
N#Cc1c(-c2cccnc2)c2c([nH]c1=O)-c1ccccc1OC2	1	7	-41	1	-11	1	-2	-4	-1

Molecules listed so far that contain a COOH group (two):
SMILES	mIAP activ	NLRP3 yeast inh	SENP1 inh	hIAP activ	APOBEC3G inh	beta cell repl	hIAP inh	APOBEC3A inh	mIAP inh
COc1ccc(OCc2nnc3n2N=C(c2ccccc2)C(CC(=O)O)S3)cc1 (stereo not given)	0.81	-230	-3	0.92	65*	-4	8	7	19
Cc1cc(=O)oc2c3c(cc(OCC(=O)NCC(=O)O)c12)OC(C)(C)CC3	1	10	1	1.1	-2	-3	-12	0	-1

Other entries:
SMILES	mIAP activ	NLRP3 yeast inh	SENP1 inh	hIAP activ	APOBEC3G inh	beta cell repl	hIAP inh	APOBEC3A inh	mIAP inh
COc1ccc(S(=O)(=O)N2CCCCC2)cc1NC(=O)Cc1cccc(C(F)(F)F)c1	0.99	4	0	1.2	0	-3	-16	1	1
CC(OC(=O)c1nsc(Cl)c1Cl)C(=O)NC(C)(C)C (stereo not given)	1.1	15	0	0.91	1	-2	9	1	-6
Oc1ccc(-c2nnc(Nc3ccccc3)c3ccccc23)cc1	1.1	-16	3	1.1	-8	-2	-9	-8	-10
Oc1cccc(NC(=S)N=Nc2c(O)[nH]c3ccc(Br)cc23)c1	0.7	20	17	1.3	0	-6	-27	6	30
Cc1ccccc1CSc1[nH]c(=O)ncc1C	1.1	9	-1	1.3	-4	-1	-32	-4	-5
CC(=O)c1ccc(NC(=O)Cn2cnc(S(=O)(=O)N3CCCC3)c2)cc1	1	0	2	1.1	3	-4	-12	1	-1
CN(C)C(=O)C12CCC(C)(C(=O)C1Br)C2(C)C (stereo not given)	1	8	2	0.94	-1	-1	6	3	-4
C[C@@H]1CC[C@@]2(O[C@@H](CCO)C[C@H](O)[C@H]2O)O1	0.98	5	0	1.1	-13	2	-10	0	2
CCOc1ccc(NC(=O)NC23CC4CC(CC(C4)C2)C3)cc1	1.6	22	1	1	-5	-1	-4	-4	-59
CCNC(=O)c1ccccc1NC(=O)c1cccc(S(=O)(=O)N2CCOCC2)c1	0.97	10	0	1.2	0	0	-20	-1	3
O=C(c1ccc(Cl)cc1)C1CCCN(Cc2cccn2-c2ccccn2)C1 (stereo not given)	0.87	5	1	0.97	-8	-3	3	10	13
N#Cc1ccc(-c2nnnn2-c2ccc3c(c2)OCO3)cc1	1	6	0	1	-3	3	-1	-1	-1
CC(=O)C1=C(O)C(=O)N(Cc2ccco2)C1c1ccccc1 (stereo not given)	0.95	15	0	0.85	-7	1	15	-4	5
COc1ccc(/C=C2\Sc3ccc(C(=O)NC4CC4)cc3N(C)C2=O)cc1OC	1.1	14	0	1.2	-2	4	-18	0	-10
Cc1nnc(SCC(=O)NCCOc2ccc(Cl)cc2)n1-c1ccccc1	0.94	13	-3	1.1	-4	4	-10	-2	6
COc1cc(CCC(=O)OCC(=O)Nc2sccc2C(N)=O)cc(OC)c1OC	0.94	19	-1	1	-8	-1	0	6	6
CCN(CC(=O)Nc1c(F)cccc1F)C(=O)c1cn2ccccc2n1	0.97	18	-2	0.97	-11	1	3	-6	3
CCOc1cccc(CN2CCC(n3nccc3NC(=O)C3CC3)CC2)c1O	1.1	5	2	1.2	-7	1	-20	-2	-6
CC1=C(C(=O)OCc2ccccc2)C(c2ccsc2)C(C#N)=C(N)O1 (stereo not given)	0.99	4	-26	0.96	1	0	4	-2	1
COC(=O)c1sc2ncccc2c1OCc1cccc(Cl)c1	0.97	3	1	1.1	-4	0	-9	1	3
COc1cc(/C=C/C(=O)OCC(=O)NC(=O)NC(C)C)ccc1OCC#N	1.1	-4	-1	1.1	-9	2	-14	-4	-11
CCOC(=O)c1[nH]c(C)c(C(=O)OCCN2C(=O)c3ccccc3C2=O)c1C	0.98	3	2	0.83	-7	1	17	-1	2
CN/C=C1\C(=O)C(C)(C)Oc2ccc3ccc(=O)oc3c21	1.1	31	2	0.9	-3	-2	10	-8	-11
CC(Oc1ccc2c(c1)c1ccnc3c4ccccc4c(=O)n2c13)C(=O)NCCN1CCOCC1 (stereo not given)	0.86	3	-65	1	-4	-3	0	1	14
Cc1nc(NCCc2ccccc2)c(C#N)c(C)c1[N+](=O)[O-]	0.86	-1	-7	0.81	-4	-5	20	2	14

Source: PubChem BioAssay
